# SRC1 TRFRET art = counter-screen for PPARgamma SRC-1 recruitment agonists: TR-FRET artefact | TR-FRET ratio at 8 µM | 0.34% of 99,000 active | TR-FRET detection artefact counter-screen, emission ratio; hits give high values; in the data active = TR-FRET ratio above about 2300; also: inactives centre near 1800; reference of the scale not given here
# SRC3 TRFRET art = TR-FRET artefact, counter-screen to PPARgamma/SRC-3 agonist assay | PPARgamma/SRC-3 format; hits give high values | TR-FRET ratio at 8 µM | 0.39% of 99,000 active; in the data active = TR-FRET ratio above about 2000; also: inactives centre near 1600; reference of the scale not given here
# Numbers without * were called inactive. Not all compounds are listed; the hit share may differ from the screen's.
SMILES	SRC1 TRFRET art	SRC3 TRFRET art
CNc1nc(N)c([N+](=O)[O-])c(NCc2ccccc2)n1	1531	1325
Cc1ccc(NC(=S)NCCC2=CCCCC2)cc1	1806	1436
CC(C)(C)c1ccc(CN2N=C(/C=C/c3ccccc3)CCC2=O)cc1	1900	1439
O=C(Cc1ccc([N+](=O)[O-])cc1)NCc1ccc2c(c1)OCO2	1567	1601
O=C(CNC(=O)c1ccc(Cl)cc1Cl)OCc1nc2ccccc2s1	1672	1455
CCC(=O)n1nc(-c2cccnc2)nc1NCc1ccc(F)cc1	1615	1659
CC1(C)COCN1C(=O)c1ccc(Cl)c(Cl)c1	1800	1527
C[C@@H](O)C1NC(=O)[C@H](CCCCN)NC(=O)c2cc([N+](=O)[O-])cc(F)c2NCCCC[C@@H](C(N)=O)NC1=O (stereo partly drawn)	1876	1644
Cc1cc(C)c2c(c1)cc(C)c1nnc(SCC(=O)Nc3ccccc3N3CCOCC3)n12	1654	1439
CC(C)(O)C#Cc1ccc(C(=O)NC(CCCNC(N)=O)C(=O)O)s1 (stereo not drawn)	1911	1603
O=C(CCN1C(=O)c2ccccc2C1=O)C1=NN[C@@H]2C(=O)N(c3cccc(Cl)c3)C(=O)[C@H]12	1991	1634
O=[N+]([O-])c1cc(Br)cc(/C=N/n2cnnc2)c1O	1849	1520
CCOC(=O)Cc1csc(SCC(=O)NC2CCCC(C)C2C)n1 (stereo not drawn)	1822	1598
Cc1ccc(Nc2nnc(SCC(=O)Nc3ncc(S(=O)(=O)c4ccc([N+](=O)[O-])cc4)s3)s2)cc1	2113	1561
COC(=O)c1c(NC(=O)c2cccc([N+](=O)[O-])c2)sc(C(N)=O)c1C	1767	1528

# Looked up above.
# SRC3 TRFRET art with CCOC(=O)Cc1csc(SCC(=O)NC2CCCC(C)C2C)n1 (stereo not drawn) stands at 1598
# SRC3 TRFRET art with C[C@@H](O)C1NC(=O)[C@H](CCCCN)NC(=O)c2cc([N+](=O)[O-])cc(F)c2NCCCC[C@@H](C(N)=O)NC1=O (stereo partly drawn) stands at 1644

# (listing goes on)
SMILES	SRC1 TRFRET art	SRC3 TRFRET art
COc1ccc(-c2ncccc2OC(=O)C23CC4CC(CC(C4)C2)C3)cc1OC	2071	1674
Cc1cc(C)cc(N(C(=O)c2ccc(Br)o2)C2C=CS(=O)(=O)C2)c1 (stereo not drawn)	1971	1693
O=C(O)CNC(=O)/C(=C/c1ccco1)NC(=O)/C=C/c1ccccc1	1820	1583
Cc1ccc(O)c(C(=O)c2cc(C#N)c3nc4ccccc4n3c2)c1	1965	1812
COc1ccc(/C=N/OCC(=O)NCc2cccs2)c(OC)c1	1792	1676
CCCC(=O)C1=C(O)C(C(=O)OC)C(C)(C)CC1=NC (stereo not drawn)	1867	1687
CCCOc1ccc([N+](=O)[O-])c(N)c1	1815	1586
O=C(COc1ncnc2ccccc12)N1CCN(C(=O)c2ccco2)CC1	1904	1476
CCOC(=O)c1ccc(NC(=O)C2CC(=O)N=C(N)S2)cc1 (stereo not drawn)	1763	1513
CCN(CC)c1ccc([N+](=O)[O-])cc1C(=O)O	1678	1806
Cc1ccc(NC(=O)CSc2ncnc3ccccc23)cc1S(=O)(=O)N1CCCCCC1	1799	2506*
COc1cc(C#N)c(NC(=O)CN2CCC(C(N)=O)CC2)cc1OC	1772	1531
CCN(CC)CCNc1ccc2nnc(CCNS(=O)(=O)c3ccc(C)cc3)n2n1	1704	1572
O=C(COC(=O)c1ccc([N+](=O)[O-])o1)Nc1cccc(S(=O)(=O)N2CCCCC2)c1	1754	1380
CCC(C)c1ccc(O)c(NC(=S)NC(=O)c2cccnc2)c1 (stereo not drawn)	1822	1567

# (list continues)
SMILES	SRC1 TRFRET art	SRC3 TRFRET art
COC(=O)[C@@H](NC(=O)Nc1cccc(Br)c1)C(C)C	1678	1571
CC(=O)Nc1ccc(NC(=O)Cn2nc([N+](=O)[O-])c(Br)c2C)cc1	1874	1681
CC1CCCCN1C(=O)c1ccc(OC2CCN(S(=O)(=O)N(C)C)CC2)cc1 (stereo not drawn)	1771	1756
S=c1[nH]nc(COc2ccccc2)n1/N=C/c1ccccn1	1708	1516
Cc1ccc(-n2nc(C)c3c(=O)[nH]c(C(F)(F)F)nc32)cc1	1640	1516
O=C(NCc1ccco1)Nc1ccc([N+](=O)[O-])cc1	2043	1615
CC(=O)N1CCC2(CC1)C/C(=N\NC(=S)Nc1ccccc1C)c1cc(O)ccc1O2	2206	1489
COc1ccc(CCNC(=O)CSc2nc3[nH]ncc3c(=O)n2-c2ccccc2OC)cc1OC	1416	1516
O=C(CSc1nnc(C2CC2)n1Cc1ccccc1)Nc1cccnc1Cl	1638	1459
O=C(O)c1cccc(S(=O)(=O)NCCc2ccccc2)c1	1815	1656
Cc1cc(C)n(/N=C/c2cccs2)c(=O)c1C#N	1738	1779
CC1C/C(=N\NC(=O)CCc2ccc(S(=O)(=O)N3CCOCC3)cc2)CC(C)(C)C1 (stereo not drawn)	1879	1690
O=C(CSc1nnc2ccccn12)Nc1ccc2c(c1)OCO2	1752	1688
Cc1csc(=Nc2ccccc2)n1CCO	1893	1673
Cc1nc(SCn2nnc3ccccc3c2=O)nc(C)c1C	1912	1633

# Next section:
SMILES	SRC1 TRFRET art	SRC3 TRFRET art
O=C(CCCn1cc([N+](=O)[O-])cn1)NC1CCCCCC1	1950	1802
N#C/C(=C\c1ccc(OC(=O)c2ccc(Br)s2)cc1)c1nc2ccccc2[nH]1	1650	1366
COCCCN(CC(=O)O)S(=O)(=O)c1cccc(Cl)c1	1717	1550
COc1ccc(Cl)cc1NC(=S)Nc1ccccc1F	1652	1438
O=C1CC(SC2=NCCS2)C(=O)N1c1cccc(Cl)c1Cl (stereo not drawn)	1502	1510
COc1ccc(CCNC(=O)Cn2c(=O)n(CCCC(=O)NCc3ccco3)c(=O)c3sccc32)cc1OC	1767	1421
COc1ccc(OC)c(NC(=S)NCc2cccnc2)c1	1894	1655
CCC(/C=N/Nc1ccc(S(=O)(=O)N2CCCC2)cc1[N+](=O)[O-])CC	1914	1613
O=C(COC(=O)C1CC2C=CC1C2)Nc1cccc(S(=O)(=O)N2CCCCCC2)c1 (stereo not drawn)	1699	1521
Cc1cccc(NC(=S)N/N=C2\CC(C)(C)Oc3ccc(O)cc32)c1	1955	1752
O=S(=O)(/N=C(/c1ccccc1)N1CCCCC1)c1ccccc1	1847	1604
Cc1ccccc1NC(=O)CCC(=O)N/N=C/c1ccc(F)cc1	1707	1790
COC(=O)c1c(NC(=O)c2ccc(N(C)S(=O)(=O)c3ccc(C)cc3)cc2)sc2c1CCCC2	1960	1674
C=CCOC(=O)C1=C(C)Nc2nnnn2C1c1cccc(OC)c1OC (stereo not drawn)	1852	1642
Cc1cc(C)c2c(=O)[nH]c(SCc3ccccc3)nc2n1	1868	1466

# (listing goes on)
SMILES	SRC1 TRFRET art	SRC3 TRFRET art
Cc1ccnc(NC(=O)CCC(=O)N(CC(=O)NCc2ccccc2)Cc2cccs2)c1	1877	1786
CCCn1c(SCC(=O)N2CC(=O)Nc3ccccc32)nc2ccccc21	1703	1561
O=C(NC1CC1)C1CCCN(C(=O)NC2CCCCC2)C1 (stereo not drawn)	1761	1591
C[C@H]1C=C(C(=O)N2CCN(Cc3ccc4c(c3)OCO4)CC2)O[C@@H](OCc2ccc(CO)cc2)C1	1759	1496
O=C1c2ccccc2C(=O)N1CCc1nc(-c2ccccn2)no1	1730	1562
Cc1ccc(NC(=O)CC2SC(=NC3CCCCC3)NC2=O)cc1 (stereo not drawn)	1891	1694
COC1CCCN(Cc2cn(C)nc2-c2ccc(Oc3ccccc3)cc2)C1 (stereo not drawn)	1913	1670
COc1ccc2c(c1)CC/C(=C/c1cc(OC)c(OC)c(OC)c1)C2=O	1988	1760
C=CC[n+]1c(-c2ccccc2)csc1NC(C)(C)C	2140	1628
N=c1c2c3c(sc2ncn1N)CCCCC3	1755	1590
COc1ccccc1CNCc1cc(OC)c(OC)cc1OC	1636	1465
CC(=O)c1ccccc1OC(=O)CCN1C(=O)C2C3C=CC(C4CC34)C2C1=O (stereo not drawn)	1577	1383
CCn1cc(C(=O)OCC(=O)N(C)Cc2ccccc2)c(=O)c2ccc(C)nc21	1879	1464
CCOC(=O)N1CCN(C(=O)COC(=O)c2cc(Cl)c(O)c(Cl)c2)CC1	1616	1437
Cc1csc(NC(=O)c2cc(C)nc3ccccc23)n1	1963	1686

# (cont.)
SMILES	SRC1 TRFRET art	SRC3 TRFRET art
O=C(NC(=S)Nc1ccccc1)c1ccc(Br)o1	1954	1864
Cc1ccc2[nH]c(=O)c(CN(C)C(=O)c3cccs3)cc2c1	1828	1577
COc1ccc(Nc2nc3c(C)cccc3cc2C#N)cc1	1756	1439
CC(C)(CO)N=C1NS(=O)(=O)c2cc([N+](=O)[O-])ccc21	1710	1747
COc1ccc(Cc2nnc(NS(=O)(=O)c3ccc(Cl)cc3)s2)cc1OC	1681	1490
CC(=O)c1cccc(NC(=O)NNC(=O)CCC(=O)Nc2ccc(C)c(C)c2)c1	1880	1609
Cn1nc(C(F)(F)F)c(CN2CC(C)(C)C2=O)c1N1CCOCC1	1568	1479
Cc1cccc(C)c1N=Cc1c(C(F)(F)F)[nH][nH]c1=O	2091	1627
CCOc1cccc2sc(Cl)nc12	1638	1565
O=C(N/N=C/c1ccc(OCc2ccccc2)cc1)c1ccc(O)cc1	1954	1645
CS(=O)(=O)N1CCC(C(=O)Nc2cc(Cl)cc(Cl)c2)CC1	1999	1524
O=S(=O)(Nc1cccc(S(=O)(=O)N2CCOCC2)c1)c1ccc2c(c1)OCCO2	1945	1519
O=[N+]([O-])c1cc2c(cc1[N+](=O)[O-])OCCOCCOCCOCCO2	1561	1644
Cc1ccccc1NC(=O)CSc1nn2c(=O)c(C)nnc2s1	1721	1624
CCCC(=O)Nc1ccc(C(=O)n2ccc(C)n2)cc1	1812	1602

# (next part)
SMILES	SRC1 TRFRET art	SRC3 TRFRET art
O=C(CN1C(=O)CCC1=O)NNc1ccc2ccccc2c1	1719	1493
Cc1nn(C(C)(C)C)c(N)c1-c1ccccc1	1832	1599
CC(=O)c1c(N(C)C)ccnc1C(F)(F)F	1435	1749
Cc1ccc(OCC(=O)N(C)CC(=O)Nc2ccc(F)cc2)c([N+](=O)[O-])n1	1867	1600
NS(=O)(=O)c1ccc(NC(=S)NCc2ccc(F)cc2)cc1	1885	1588
CN(CC(=O)NC1CCCCCCC1)S(=O)(=O)c1cnc[nH]1	1679	1758
Cc1onc(C(N)=O)c1C(=O)Nc1ncc(C(F)(F)F)cc1Cl	1884	1652
O=C1CN(C(=O)/C=C/c2ccc(Cl)cc2)c2ccccc2N1	1907	1526
CCC1CCCCN1C(=O)Nc1cc(Cl)ccc1OC (stereo not drawn)	1723	1638
O=[N+]([O-])c1ccc(C(O)CN=Cc2ccc(O)cc2O)cc1 (stereo not drawn)	1758	1471
CC(=O)Nc1ccc(S(=O)(=O)Nc2nc(-c3ccc(C(C)(C)C)cc3)cs2)cc1	1560	1433
Nc1nonc1/C(=N/O)N1CCN(CCO)CC1	2063	1765
COc1ccc(N2CCN(CCCNC(=O)C3CCN(S(=O)(=O)N4CCOCC4)CC3)CC2)cc1	1657	1365
O=C(CCCCC(=O)NC1CCCC1)NC1CCCC1	1556	1308
Cc1ccccc1OCC(=O)NCC(=O)N/N=C/c1cccc([N+](=O)[O-])c1	1568	1543

# More entries:
SMILES	SRC1 TRFRET art	SRC3 TRFRET art
CCc1nc2sccc2c(=O)n1N	1825	1488
N=C1c2ccccc2CN1c1ccc(S(=O)(=O)N2CCCCC2)cc1	1908	1596
Cc1ccc(NC(=O)C(CC(C)C)NC(N)=O)cc1 (stereo not drawn)	1741	1574
CN(C)c1nc(Oc2ccc(OCCOc3ccccc3)nn2)nc(N(C)C)n1	1950	1901
COc1ccc(CCNC(=O)c2ccc(SC)cc2OC)cc1	1993	1871
CN(C)c1ccc(NC(=O)c2cccc(N3C(=O)CCC3=O)c2)cc1	1955	1616
Cc1ccc(-n2nc(-c3ccco3)cc2C(=O)O)c(C)c1	2088	1520
CCNC(=S)N(CCc1ccc(OC)c(OC)c1)Cc1cc2cc(OC)ccc2[nH]c1=O	1799	1551
COc1ccc(/C=C/C(=O)OCC(=O)Nc2cc3oc4ccccc4c3cc2OC)cc1	1717	1517
Cc1ccc(NC(=O)COc2ncnc3sccc23)cc1S(=O)(=O)N(C)C	2146	1734
CCN(CC(=O)Nc1ccc(OC)c(Cl)c1)CC(=O)NC(C)C	1743	1471
CC(=O)c1cccc(CN2CCN(Cc3ccc(C)cc3)C(CCO)C2)c1 (stereo not drawn)	1467	1512
Cc1ccc(C(C)C)c(OCC(=O)NN=C2CCCCCCC2)c1	1750	1482
O=c1oc2ccccc2c(Nc2cc3ccccc3cc2O)c1[N+](=O)[O-]	1681	1635
O=C1c2ccccc2-c2cccc(C(=O)N3CCCCCC3)c21	1708	1537

# Reformatted: results already given
# Results follow in this order: SRC1 TRFRET art, SRC3 TRFRET art
- Cc1ccc(NC(=O)COc2ncnc3sccc23)cc1S(=O)(=O)N(C)C
→ 2146, 1734
- CCN(CC(=O)Nc1ccc(OC)c(Cl)c1)CC(=O)NC(C)C
→ 1743, 1471
- CC(=O)c1cccc(CN2CCN(Cc3ccc(C)cc3)C(CCO)C2)c1 (stereo not drawn)
→ 1467, 1512
- Cc1ccc(C(C)C)c(OCC(=O)NN=C2CCCCCCC2)c1
→ 1750, 1482
- O=c1oc2ccccc2c(Nc2cc3ccccc3cc2O)c1[N+](=O)[O-]
→ 1681, 1635
- O=C1c2ccccc2-c2cccc(C(=O)N3CCCCCC3)c21
→ 1708, 1537

# (list continues)
SMILES	SRC1 TRFRET art	SRC3 TRFRET art
CSc1ccc(CN2CCCC(CO)(Cc3ccccc3)C2)cc1 (stereo not drawn)	1677	1607
Cc1ccc2nc(C)c(C(=O)N/N=C/c3ccco3)cc2c1	1905	1543
N#C/C(=C\c1cccc([N+](=O)[O-])c1)c1ccccn1	2010	1543
CCC1SC(CC)C(=O)N(CC(=O)NCCc2ccccc2)C1=O (stereo not drawn)	1752	1510
CC1(NC(=O)CC[N+](C)(C)CCO)CS(=O)(=O)CC1S(=O)(=O)[O-] (stereo not drawn)	1785	1437
CN(C)CCCN(C(=O)c1ccco1)c1nc2ccc(Br)cc2s1	1466	1744
